# Screening data from PubChem.
# USP1-UAF1 inh = inhibitors of human USP1/UAF1 deubiquitinase; recombinant USP1/UAF1, Ub-Rhodamine cleavage fluorescence; Potency, µM (series often up to 57.1 µM), without a hit: at the highest dose activity change, negative = inhibition, usual class: inhibitors; 390,000 compounds, 0.23% hits; also: potency is read from the fitted curve at half-maximal effect; % is scaled to controls: 0 for no effect and ±100 for the full control effect; nearly all actives have a fitted effect of over 60% in size; inactives centre near -12
#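 1 nM enzyme complex + cpd, 15 min RT; start with Ub-Rho 150nM final; kinetic fluorescence ex 480/em 540, 6 reads q60 s. Buffer 50mM HEPES pH 7.8, 0.5mM EDTA, 0.1 mg/ml BSA, 1mM TCEP, 0.01% Tween-20.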
# LDHA inh = inhibitors of human lactate dehydrogenase A; 480,000 compounds, 0.15% hits; AID 1347041; purified LDHA, NADH/diaphorase-resazurin fluorescence; hits give low values; activity change, % (values are at about 110 or 230 µM); in the data active = activity change below about -30%; inconclusive = mostly about -25% to -30%;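 also: plate controls were DMSO wells for no effect and wells without enzyme for full effect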
#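 Resorufin fluorescence (ex540/em590), read at 0 and 20 min after diaphorase/resazurin addition, reports the NADH left after a 5 min room-temperature reaction of 2 nM human LDH5 with 0.06 mM NADH and 0.2 mM pyruvate.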
# PI4K2A inh = inhibitors of human PI4K2A | Q9BTU6 | purified PI4K2A, ADP-Glo luminescence, 1 h; hits give low values | activity change, negative = inhibition, % at 76.9 µM | 420,000 compounds, 0.13% hits | AID 1346378; in the data active = activity change below about -50%; inconclusive = mostly about -30% to -49%;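 also: -100% = wells without enzyme as full effect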
#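 ADP-Glo luminescence measured ADP generated by PI4K2A enzyme (4 ug/mL before mixing) with 1.2 mM PI substrate (pre-mix) and 300 microM ATP (pre-mix). Tris pH7.5 buffer with MgCl2, Triton X-100; 1 h reaction at ambient temperature.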
# Vif-A3G inh = blocks the Vif interaction with human APOBEC3G; Q9HC16; HeLa A3G-eYFP + Vif (tagged APOBEC3G with the HIV-1 protein that degrades it), YFP fluorescence, overnight; Potency, µM (top dose mostly 46.1 µM), inactives show top-dose activity, negative = active, actives largely listed as inhibitors; 410,000 compounds, 0.076% hits; AID 602310;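 also: potency is read from the fitted curve at half-maximal effect; % is scaled to controls: 0 for no effect and ±100 for the full control effect; nearly all actives have a fitted effect of over 60% in size; hits raise eYFP signal because A3G escapes Vif-driven loss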
#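 HeLa cells stably expressing Vif and C-terminally eYFP-tagged A3G, seeded overnight at 37 deg C, then exposed to compound by pintool overnight at 37 deg C. Rise in yellow fluorescence (Ex 488/Em 500-530, Acumen) marks blocked Vif-driven A3G degradation.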
# RXFP1 ag = activates the human relaxin receptor RXFP1; HEK293T-RXFP1 cAMP TR-FRET, 30 min; response scale: percent of porcine relaxin response, buffer zero; 370,000 compounds, 0.3% hits; Potency, µM (top dose mostly 57.5 µM), without a hit: at the top dose activation, usual class: activators; also: potency is read from the fitted curve at half-maximal effect; % is scaled to controls: 0 for no effect and ±100 for the full control effect; nearly all actives have a fitted effect of over 60% in size; many of its hits are not listed in these tables
#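 HEK293T cells stably expressing RXFP1 were pretreated with the PDE4 inhibitor Ro 20174, exposed to compounds for 30 min at 37C, lysed, and cAMP was read by TR-FRET. Data normalized to buffer (basal) and 29 nM porcine relaxin (100%).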
# Vif-A3F inh = blocks the Vif interaction with APOBEC3F; 390,000 compounds, 0.2% hits; HeLa A3F-eYFP + Vif (tagged APOBEC3F with the HIV-1 protein that degrades it), YFP fluorescence increase; Potency, µM (top dose mostly 46.1 µM), for the others: top-dose activity, negative = active; also: potency is read from the fitted curve at half-maximal effect; % of control where 0% means no effect; nearly all actives have a fitted effect of over 65% in size
#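 HeLa cells stably expressing A3F-eYFP plus Vif, plated and incubated overnight at 37 deg C, then exposed to compounds overnight at 37 deg C. Blocked degradation read as raised yellow fluorescence (Ex 488/Em 500-530).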
# IDH1 R132H inh = human IDH1 R132H inhibition; O75874; IDH1-R132H enzyme, NADPH consumption, diaphorase/resazurin fluorescence; Potency, µM (series often up to 76.6 µM), without a hit: top-dose activity change, negative = inhibition, usual class: inhibitors; 390,000 compounds, 0.093% hits; also: potency is read from the fitted curve at half-maximal effect; % is scaled to controls: 0 for no effect and ±100 for the full control effect; nearly all actives have a fitted effect of over 65% in size
# Target sequence (O75874 whole entry R132H, stated change not applied): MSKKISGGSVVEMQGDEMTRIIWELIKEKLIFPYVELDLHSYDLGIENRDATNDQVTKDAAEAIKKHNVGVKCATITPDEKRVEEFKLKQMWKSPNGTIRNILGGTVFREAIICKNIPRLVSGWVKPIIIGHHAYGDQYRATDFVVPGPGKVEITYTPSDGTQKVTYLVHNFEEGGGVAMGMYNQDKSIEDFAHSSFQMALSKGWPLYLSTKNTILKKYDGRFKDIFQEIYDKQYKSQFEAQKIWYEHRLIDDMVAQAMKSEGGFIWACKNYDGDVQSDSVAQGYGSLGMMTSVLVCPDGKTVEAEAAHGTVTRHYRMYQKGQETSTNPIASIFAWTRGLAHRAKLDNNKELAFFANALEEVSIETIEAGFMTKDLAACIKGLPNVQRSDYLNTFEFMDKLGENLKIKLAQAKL
#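 IDH1-R132H (0.5 ug/mL dispensed) in pH 7.5 Tris buffer was preincubated 30 min with compound, then given a substrate mix of 0.016 mM NADPH and 2 mM alpha-KG for 80 min at room temperature; remaining NADPH was read by diaphorase/resazurin fluorescence.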
# TrxR1 substrate = is turned over as a substrate by rat TrxR1. Potency, µM (titrated, usually from 114 µM), without a hit: at the highest dose activity change, negative = substrate turnover. purified TrxR1 substrate turnover, NADPH consumption readout. 390,000 compounds, 0.01% hits. O89049; also: potency is read from the fitted curve at half-maximal effect; % is scaled to controls: 0 for no effect and ±100 for the full control effect; nearly all actives have a fitted effect of over 50% in size
# Target sequence (O89049 whole entry, looked up): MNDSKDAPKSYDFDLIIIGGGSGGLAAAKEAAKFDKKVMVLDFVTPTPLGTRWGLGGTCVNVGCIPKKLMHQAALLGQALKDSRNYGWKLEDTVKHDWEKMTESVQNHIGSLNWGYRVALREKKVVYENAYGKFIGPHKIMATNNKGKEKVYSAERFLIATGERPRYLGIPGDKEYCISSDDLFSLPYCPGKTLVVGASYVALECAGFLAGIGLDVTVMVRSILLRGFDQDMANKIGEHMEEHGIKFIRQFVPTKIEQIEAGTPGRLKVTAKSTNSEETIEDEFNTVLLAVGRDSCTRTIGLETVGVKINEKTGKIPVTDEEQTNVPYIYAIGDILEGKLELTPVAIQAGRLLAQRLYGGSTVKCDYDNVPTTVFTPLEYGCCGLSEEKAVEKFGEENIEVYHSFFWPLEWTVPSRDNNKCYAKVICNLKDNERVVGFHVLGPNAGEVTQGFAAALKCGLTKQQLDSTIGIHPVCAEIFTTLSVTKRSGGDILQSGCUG
#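 Rat TrxR1, dispensed at 90 nM, was prereduced with 400 uM NADPH (final) for 5 min at ~22 deg C, then incubated with compound 15 min before 400 uM selenite. A first-read NADPH fluorescence drop versus no-compound background flagged substrates.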
# Glioma ERSR ind = ER stress response induction in glioma. 420,000 compounds, 0.02% hits. Potency, µM, without a hit: top-dose activation, most hits filed as activators. U87-MG GRP78 promoter luciferase reporter, 16 h; also: potency is read from the fitted curve at half-maximal effect; series mostly up to about 76 µM; % of control where 0% means no effect; nearly all actives have a fitted effect of over 35% in size
#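 Stably transfected U87-MG glioma cells carrying a GRP78-based luciferase sensor; 16 h compound incubation. Luminescence end-point read 10 min after Bright-Glo addition at room temperature.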
# Starred values were filed as active, the others as inactive; ? = inconclusive; / = not tested or not shown; & = joins results of further samples; [ ] = remark or other dose. Unless noted, calls follow the shape of the dose curve; as a rule, active = well fitted curve in the direction sought with a large enough effect; inconclusive = small, poorly fitted or top-dose-only effect, or another doubt; inactive = no such curve, though single readings can be large; an effect the other way counts as inactive or inconclusive. Only part of the results is shown; rates above refer to the full screens.
SMILES,USP1-UAF1 inh,LDHA inh,PI4K2A inh,Vif-A3G inh,RXFP1 ag,Vif-A3F inh,IDH1 R132H inh,TrxR1 substrate,Glioma ERSR ind
COc1ccc(NC(=O)CC2C(=O)N(C)C(=S)N2CCc2ccccc2)cc1 (centres undefined),-22%,-4,0,1%,0.0%,4%,-1%,-12%,-2%
O=C(Nc1ccc(F)cc1Cl)c1ccc2c(=O)n3c(nc2c1)CCC3,6%,-6,1,1%,-1.0%,1%,-2%,-5%,-4%
CNC(=S)N/N=C/c1cc(Br)c(OCc2ccncc2)c(OC)c1,-22%,-3,-1,-10%,-0.1%,-25%,-9%,-1%,0%
Cc1cc(C)cc(NC(=O)N2CCC(NC(=O)c3ccccc3C)CC2)c1,-10%,-4,9,2%,2.5%,-9%,-2%,3%,-3%
Cc1n[nH]c(C)c1S(=O)(=O)N1CCCCCC1,-14%,1,-3,-1%,2.4%,-9%,8%,-3%[57.1 µM],-4%
Cc1cccc(/C=N/NC(=O)c2cc(-c3cccnc3)nc3c2c(C)nn3-c2ccccc2)c1,0%,-6,4,0%,-1.2%,1%,-3%,47%[activator],-4%
COc1cc(C(=S)N2CCOCC2)cc(OC)c1OS(=O)(=O)c1ccc(C)cc1,-20%,2,-3,1%,-0.4%,5%,-4%,-1%,-5%
O=C(CSc1oc(-c2ccccc2)nc1S(=O)(=O)c1ccc(F)cc1)NCC1CCCO1 (centres undefined),0%,-8,3,-1%,0.5%,7%,3%,-1%[57.1 µM],-4%
NCCSc1c(-c2ccc(Cl)cc2)[nH]c2ccccc12,-26%,-1,-1,-6%,8.3%,6%,7%,29%,-2%
O=C1c2ccccc2NC2(CCCC2)N1O,-11%,6,-1,1%,-0.4%,2%,2%,13%[57.1 µM],-5%
O=C1CC(N2CCCc3ccccc32)C(=O)N1c1ccccc1Cl (centres undefined),-18%,-2,-3,0%,-2.6%,-5%,2%,1%,2%
Cc1ccccc1OCC(=O)N/N=C1\CC(=O)CC(C)(C)C1,-7%,-14,3,2%,7.1%,0%,0%,-2%,2%
COc1ccc(Br)cc1S(=O)(=O)N1CCCc2ccccc21,-20%,-3,2,-2%,0.2%,2%,5%,0%,-5%
COc1cccc(NC(=S)NC(=O)Cc2ccc(Cl)cc2)c1,-18%,0,77,-2%,3.5%,-16%,2%,6%,22%
O=C(CN1C(=O)NC2(CCCCC2)C1=O)Nc1ccc(S(=O)(=O)N2CCOCC2)cc1,9%,-5,9,1%,0.4%,1%,-3%,8%[57.1 µM],1%

# Fetched one by one from above (two):
SMILES,USP1-UAF1 inh,LDHA inh,PI4K2A inh,Vif-A3G inh,RXFP1 ag,Vif-A3F inh,IDH1 R132H inh,TrxR1 substrate,Glioma ERSR ind
COc1cccc(NC(=S)NC(=O)Cc2ccc(Cl)cc2)c1,-18%,0,77,-2%,3.5%,-16%,2%,6%,22%
Cc1ccccc1OCC(=O)N/N=C1\CC(=O)CC(C)(C)C1,-7%,-14,3,2%,7.1%,0%,0%,-2%,2%

# The main list resumes; the 5 compounds before the break are reprinted first.
SMILES,USP1-UAF1 inh,LDHA inh,PI4K2A inh,Vif-A3G inh,RXFP1 ag,Vif-A3F inh,IDH1 R132H inh,TrxR1 substrate,Glioma ERSR ind
O=C1CC(N2CCCc3ccccc32)C(=O)N1c1ccccc1Cl (centres undefined),-18%,-2,-3,0%,-2.6%,-5%,2%,1%,2%
Cc1ccccc1OCC(=O)N/N=C1\CC(=O)CC(C)(C)C1,-7%,-14,3,2%,7.1%,0%,0%,-2%,2%
COc1ccc(Br)cc1S(=O)(=O)N1CCCc2ccccc21,-20%,-3,2,-2%,0.2%,2%,5%,0%,-5%
COc1cccc(NC(=S)NC(=O)Cc2ccc(Cl)cc2)c1,-18%,0,77,-2%,3.5%,-16%,2%,6%,22%
O=C(CN1C(=O)NC2(CCCCC2)C1=O)Nc1ccc(S(=O)(=O)N2CCOCC2)cc1,9%,-5,9,1%,0.4%,1%,-3%,8%[57.1 µM],1%
Cc1ccc(NC(=O)OC(C)CNC(=O)Oc2cccc(C)c2)cc1 (centres undefined),-4%,-5,-1,-4%,2.2%,-14%,2%,-10%,-1%
COc1ccc(Cn2c(CNC(=O)c3ccc(N(C)C)cc3)nc3cccnc32)cc1,12%,0,-2,3%,-0.4%,9%,-10%,-2%[57.1 µM],-1%
CCOC(=O)c1cc(S(=O)(=O)NCCc2ccc(OC)c(OC)c2)cn1C,-31%,2,2,-4%,0.6%,6%,-7%,4%,-1%
O=C(Nc1ccc(Cl)cc1)c1cc(S(=O)(=O)Nc2ccccn2)ccc1Cl,-1%,-2,4,1%,-1.0%,-4%,14%,7%,-4%
CC(C)C1CC(C(=O)Nc2ccccc2)C(=O)O1 (centres undefined),-1%,-2,2,0%,/,-6%,4%,-5%[57.1 µM],2%
CC1CCc2c(sc(NC(=O)CSc3ncn[nH]3)c2C#N)C1 (centres undefined),-22%,-2,-2,-19%,1.4%,-10%,-5%,-8%,-14%
Cc1ccc(S(=O)(=O)Nc2ccc3[nH]c(=O)sc3c2)cc1C,?,-11,2,1%,-1.1%,0%,-8%,3%[57.1 µM],-1%
CN1CCN(C(=O)C2CCN(S(=O)(=O)c3ccc(F)cc3)CC2)CC1,-19%,-8,-2,5%,-1.7%,1%,-10%,-3%,-1%
Cc1ccc(C(C)NC(=O)c2cc3cc(Br)ccc3oc2=N)cc1 (centres undefined),-21%,-1,5,-1%,-0.4%,5%,1%,-2%,-3%
C/C(CC(=O)Nc1ccc(Cl)c(Cl)c1)=N\NC(=O)Cc1ccccc1,-25%,-2,1,0%,0.8%,-5%,-4%,-12%,-3%
CCCNC(=O)CN1CCN(c2ncc(NC(=O)c3ccc(Cl)cc3)cc2C(=O)O)CC1,?,15,-10,-6%,1.4%,3%,?,-7%[57.1 µM],-3%
CSc1ncc(C(=O)O)c(C)n1,-20%,1,2,2%,0.2%,4%,-11%,-2%,-5%
COc1cccc(NC(=O)/C=C/c2ccccc2[N+](=O)[O-])c1,-29%,2,-7,2%,-1.2%,7%,4%,5%[57.1 µM],1%
O=C1CC(c2ccccc2)Oc2ccccc21 (centres undefined),3%,-5,6,1%,/,-2%,-2%,5%,7%&6%
CCOC(=O)C1=C(N)N(c2cc(S(=O)(=O)N3CCOCC3)ccc2Cl)C(=O)C1,-1%,-9,-3,-4%,0.1%,4%,19%,-1%[57.1 µM],-8%
Cc1cc(C)nc(-n2nc(C)cc2NC(=O)c2cccc(S(=O)(=O)N(C)C)c2)n1,-15%,-4,-7,-4%,5.6%,0%,0%,-2%,-7%
Cc1cc(-c2nnco2)c(C)n1-c1ccc(F)cc1,-15%,-1,-2,-1%,4.6%,-4%,3%,5%,9%
CC(=O)c1cccc(NC(=O)c2cc(-c3cccs3)on2)c1,-18%,-5,3,1%,20%,-11%,0%,-10%,2%
CC(=O)c1sc(NC(=O)COc2ccccc2)nc1C,0%,-7,7,5%,?,6%,-11%,4%,1%
Cc1ccc(S(=O)(=O)NCC(=O)N(CC(=O)NCC2CCCO2)Cc2ccccc2)cc1 (centres undefined),-5%,-3,7,1%,-0.3%,0%,11%,0%,-5%
O=C1CCC[C@@H]2C[C@@]3(C[C@@H]4CCN1[C@H]24)Nc1cc(Cl)ccc1NC3=NCc1ccccc1,?,11,6,-3%&-1%,/,0%,5%,-1%&-8%,1%&-3%
CCCc1cc2c(-c3ccccc3)cc(=O)oc2cc1OCc1ccc(C(=O)O)o1,?,-8,0,1%,0.9%,-1%,?,7%,4%
COc1ccc(S(=O)(=O)N2CCCCC2)cc1NC(=O)c1cccnc1SC,-5%,-5,1,7%,0.0%,0%,-5%,-12%,-4%
O=C(COC(=O)C1CCN(c2ccc(C(F)(F)F)cn2)CC1)Nc1ccc(Cl)cc1,-14%,-7,2,0%,-1.1%,-6%,3%,0%[11.4 µM],-4%
CC(=O)Nc1cc2c(cc1C(=O)c1ccc(C)cc1)OCCO2,-16%,-3,-1,-7%,1.9%,0%,4%,10%[57.1 µM],-2%
CCOC(=O)c1c(NC(=O)c2cc(-c3ccc(Cl)cc3)on2)sc(C)c1C,-24%,0,2,2%,-0.8%,1%,0%,-2%,1%
CC(=O)N/N=C(\C)c1ccc2c(c1)OCCO2,-18%,-3,0,0%,1.0%,0%,-2%,0%,2%
COc1ccc(C(=O)Nc2ccc(S(=O)(=O)N3CCc4ccccc43)cc2)cc1,-11%,-3,1,-1%,/,-1%,-5%,-15%,-3%
Cc1ccccc1OCCn1ccnc1,-16%,-4,1,1%,0.2%,2%,-3%,-8%,-2%
CC1(C)Cc2c(c(=S)nc(-c3ccccc3)n2CCO)CO1,-16%,-4,-2,0%,-3.6%,4%,7%,-9%[57.1 µM],-1%
Cc1sc(NC(=O)CCCC(=O)O)c(C(N)=O)c1-c1ccccc1,-24%,-5,-3,0%,2.8%,-38%,-3%,-2%[57.1 µM],-12%
